Source: PubChem BioAssay (several laboratories)
RAM inhibit: blocks the yeast RAM network; 190,000 compounds, 1.8% hits; S. cerevisiae dse1pr::URA3 reporter, 5-FOA growth OD615, 2 d; analog-sensitive cbk1-as2 kinase mutant strain; inhibition, % at 50 µM;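 active = inhibition above a set limit, 3 SD over mean compound inhibition, cut at about 8.4% in these data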;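 also: 0% = DMSO-only wells with no growth and 100% = 10 µM 1-NA-PP1 full growth; inhibition rescues growth on 5-FOA so higher OD means more RAM inhibition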
APP 5'UTR act: activates APP 5'UTR luciferase reporter | activation, % at 2 µM | 190,000 compounds, 1% hits | SH-SY5Y APP 5'UTR luciferase reporter, luminescence; zero percent = DMSO vehicle wells;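 active = activation above a set limit, based on mean plus 3 SD of controls, cut at about 140% in these data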; also: values of inactives mirror those of a sister screen read the other way
NF-kB expr up: raises NF-kB expression in human neuronal cells; fold change at 12.5 µM; 190,000 compounds, 1.6% hits; NF-kB reporter expression; hits give high values; in the data active = fold change above about 3.3
STAT1 blocker: inhibitors of IFN-gamma induced STAT1 signaling; NIH 3T3 STAT1-luciferase reporter, luminescence; inhibition, % at 5.5 µM; 200,000 compounds, 0.35% hits;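 active = inhibition above a set limit, the mean inhibition across all tested compounds plus 3 SD, cut at about 34% in these data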;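 also: 0% = IFN-gamma with DMSO and 100% = IFN-gamma with 300 µM nifuroxazide; values of inactives mirror those of a sister screen read the other way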
APP transl inh: APP translation inhibition; AID 1285; inhibition, % at 2 µM; 190,000 compounds, 0.82% hits; SH-SY5Y APP 5'UTR-luciferase reporter, luminescence;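 active = inhibition above a set limit, derived from the sample mean plus 3 SD, cut at about 45% in these data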; also: values of inactives mirror those of a sister screen read the other way
STAT1 act: STAT1 signaling activation. NIH 3T3 STAT1-luciferase reporter, IFN-gamma, luminescence; 100% = IFN-gamma alone, no compound. activation (% of control), % at 5.5 µM. 200,000 compounds, 2.6% hits. AID 932;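 active = activation above the screen-wide mean activation plus 3 SD, cut at about 130% in these data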;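 also: raw ratio to IFN-gamma control signal so 100% means no change and 0% no light; values of inactives mirror those of a sister screen read the other way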
STAT3 blocker: inhibitors of IL-6 induced STAT3 signaling; U3A cells, IL-6 STAT3-luciferase reporter, luminescence; host cell line lacks STAT1; inhibition, % at 5.5 µM; 190,000 compounds, 0.89% hits; AID 862;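 active = inhibition above the mean inhibition across all screened compounds plus 3 SD, cut at about 44% in these data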;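 also: 0% = DMSO only wells and 100% = 100 µM nifuroxazide control wells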
FLuc inh counter: inhibits firefly luciferase, flagging false hits in luciferase inhibition screens. 200,000 compounds, 1.5% hits. ATPLite firefly luciferase biochemical luminescence, 10 min. inhibition, % at 10 µM. P08659;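 active = inhibition above about 50% when tested at 10 µM, limit read from the data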
Target sequence (P08659 whole entry, looked up): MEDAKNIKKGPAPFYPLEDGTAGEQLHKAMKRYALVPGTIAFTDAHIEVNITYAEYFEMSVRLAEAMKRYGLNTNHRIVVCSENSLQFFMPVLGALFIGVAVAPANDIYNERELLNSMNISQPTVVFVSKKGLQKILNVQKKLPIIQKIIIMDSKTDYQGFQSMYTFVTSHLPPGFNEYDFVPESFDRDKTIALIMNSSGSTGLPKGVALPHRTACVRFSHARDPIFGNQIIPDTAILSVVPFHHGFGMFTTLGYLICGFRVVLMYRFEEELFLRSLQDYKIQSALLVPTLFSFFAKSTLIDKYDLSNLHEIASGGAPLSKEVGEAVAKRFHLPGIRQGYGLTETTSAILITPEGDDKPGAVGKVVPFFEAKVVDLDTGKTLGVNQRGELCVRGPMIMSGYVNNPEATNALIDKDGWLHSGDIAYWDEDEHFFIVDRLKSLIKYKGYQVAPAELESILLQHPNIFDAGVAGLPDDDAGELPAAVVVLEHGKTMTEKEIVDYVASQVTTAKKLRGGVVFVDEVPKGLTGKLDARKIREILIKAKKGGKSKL
STAT3 activator: increases IL-6 driven STAT3 reporter signal | U3A cells, IL-6 STAT3-luciferase reporter, luminescence; 100% = signal with IL-6 EC80 alone | activation (% of control), % at 5.6 µM | 190,000 compounds, 0.91% hits;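 active = activation above the screen-wide mean of compound activation plus 3 SD, cut at about 130% in these data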;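 also: 0% = background luminescence of wells with medium and substrate only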
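Detection: reporter luminescence signal / Assay system: STAT1-lacking human U3A cells, STAT3 luciferase reporter / Incubation: compound pre-incubation 1 h before IL-6, then 6 h stimulation at 37 °C / Control set: IL-6-only high control / Read-out: % activation relative to IL-6 control / Probe or stimulus: Interleukin-6, 33 ng/mL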
Hsp70 act: transcriptional activators of Hsp70; HeLa Hsp70 promoter luciferase reporter, luminescence; scaled: vehicle 0, proteasome-inhibitor control 100%; activation, % at 10 µM; 200,000 compounds, 0.04% hits; AID 1203;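 active = activation above the mean across all tested compounds plus 3 SD, cutoff set per campaign, cut at about 5.5% in these data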;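 also: 100% = MG132 at 30 µM as the positive control and 0% = DMSO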
Starred values were filed as active, the others as inactive.

Compound | RAM inhibit | APP 5'UTR act | NF-kB expr up | STAT1 blocker | APP transl inh | STAT1 act | STAT3 blocker | FLuc inh counter | STAT3 activator | Hsp70 act
COc1ccccc1NC(=O)c1ccc(C)s1 | -0.7 | 141* | 2.2 | -28 | -141 | 126 | -30 | 11 | 127 | -0.1
COCCNC(=O)CCCn1c(=O)c2cc(OC)c(OC)cc2n(CC(=O)Nc2ccc(C)c(F)c2)c1=O | 6.4 | -7 | 0.98 | -3 | 7 | 101 | 2 | -7 | 105 | -0.1
COc1ccc(NC(C)=O)cc1NC(=O)CSc1nnc(-c2ccccn2)n1C | -0.1 | 1 | 0.95 | 2 | -2 | 98 | 2 | -6 | 103 | 0.1
Cc1c(NC(=O)CSc2ncn[nH]2)c(=O)n(-c2ccccc2)n1C | 0.4 | -1 | 1.1 | 1 | 1 | 97 | 1 | 0 | 100 | -0.4
CC1(C)CC(NS(=O)(=O)c2ccc(S(=O)(=O)N3CCOCC3)cc2)CCO1 (stereo not drawn) | 0.4 | 6 | 1.1 | 0 | -6 | 100 | 5 | -3 | 101 | 0.1
COc1cccc(C2C3=C(CC(C)(C)CC3=O)Nc3cc4c(cc32)OCO4)c1 (stereo not drawn) | 3.0 | 8 | 0.77 | 0 | -8 | 100 | 2 | -6 | 102 | -0.3
CCOc1cc(/C=N/N=C2/NC(=O)C(CC(=O)O)S2)ccc1OS(=O)(=O)c1ccc(C)cc1 (stereo not drawn) | 12* | 3 | 1.1 | -4 | -3 | 102 | 0 | -7 | 101 | -0.4
CCOC(=O)c1cnn(Cc2ccccc2)c1N | 0.5 | -8 | 1.2 | 2 | 8 | 98 | 6 | 0 | 96 | 0.1
CN(C)S(=O)(=O)c1cccc(C(=O)NCC2CCCO2)c1 (stereo not drawn) | 0.9 | 21 | 1 | 4 | -20 | 102 | -3 | -2 | 105 | -0.4
COC(=O)C1=C(C)N(CCc2ccc(OC)c(OC)c2)C(=O)/C1=C\c1ccc(O)cc1 | 0.6 | -11 | 1.2 | -1 | 11 | 101 | 4 | -11 | 96 | -0.1

A draw from above in order of SMILES length, lowest first:
Compound | RAM inhibit | APP 5'UTR act | NF-kB expr up | STAT1 blocker | APP transl inh | STAT1 act | STAT3 blocker | FLuc inh counter | STAT3 activator | Hsp70 act
CCOC(=O)c1cnn(Cc2ccccc2)c1N | 0.5 | -8 | 1.2 | 2 | 8 | 98 | 6 | 0 | 96 | 0.1
Cc1c(NC(=O)CSc2ncn[nH]2)c(=O)n(-c2ccccc2)n1C | 0.4 | -1 | 1.1 | 1 | 1 | 97 | 1 | 0 | 100 | -0.4
COc1ccc(NC(C)=O)cc1NC(=O)CSc1nnc(-c2ccccn2)n1C | -0.1 | 1 | 0.95 | 2 | -2 | 98 | 2 | -6 | 103 | 0.1
COc1cccc(C2C3=C(CC(C)(C)CC3=O)Nc3cc4c(cc32)OCO4)c1 (stereo not drawn) | 3.0 | 8 | 0.77 | 0 | -8 | 100 | 2 | -6 | 102 | -0.3
CC1(C)CC(NS(=O)(=O)c2ccc(S(=O)(=O)N3CCOCC3)cc2)CCO1 (stereo not drawn) | 0.4 | 6 | 1.1 | 0 | -6 | 100 | 5 | -3 | 101 | 0.1
COC(=O)C1=C(C)N(CCc2ccc(OC)c(OC)c2)C(=O)/C1=C\c1ccc(O)cc1 | 0.6 | -11 | 1.2 | -1 | 11 | 101 | 4 | -11 | 96 | -0.1

More results follow.
Compound | RAM inhibit | APP 5'UTR act | NF-kB expr up | STAT1 blocker | APP transl inh | STAT1 act | STAT3 blocker | FLuc inh counter | STAT3 activator | Hsp70 act
CCOC(=O)N1CCN(C(=O)c2ccc(N3C(=O)c4ccccc4C3=O)cc2)CC1 | -0.9 | 2 | 1 | 7 | -2 | 95 | 8 | -4 | 99 | -0.3
Cn1nc([N+](=O)[O-])nc1Oc1ccc2ccccc2c1 | -0.7 | -12 | 1.3 | -10 | 12 | 109 | 25 | 0 | 84 | 0.0
O=C(O)CSCC(=O)Nc1ccc(S(=O)(=O)N2CCCCC2)cc1 | 1.7 | -1 | 1.1 | -3 | 1 | 103 | 1 | -2 | 102 | 0.2
CN(Cc1ccccc1)S(=O)(=O)c1cccc2cccnc12 | -0.8 | 3 | 0.86 | 9 | -3 | 92 | 19 | -1 | 87 | -0.3
Cc1cccc(NS(=O)(=O)c2ccc(Oc3ccccc3)cc2)n1 | 0.9 | -14 | 1.1 | -1 | 14 | 102 | 0 | -7 | 102 | 0.3
COc1ccc(CNC(=O)CSCc2c(F)cccc2Cl)cc1 | 3.3 | 16 | 1.2 | -7 | -16 | 105 | 9 | -2 | 96 | 0.0
COC(=O)C1=C(C)N(C)C(=O)NC1c1ccc([N+](=O)[O-])o1 (stereo not drawn) | 0.5 | 32 | 0.88 | -5 | -32 | 104 | 1 | -8 | 101 | -0.1
CCOc1ccc(-c2cn[nH]c2N)cc1 | -0.6 | -30 | 1.3 | -4 | 30 | 101 | -13 | 16 | 110 | -0.1
CCC(Oc1ccccc1)C(=O)Nc1cc(C)on1 (stereo not drawn) | 1.0 | -5 | 1.6 | -3 | 5 | 102 | 6 | 0 | 99 | 0.6
COCCNc1nc(C(C)(C)C)nc2c1nnn2Cc1ccccc1Cl | 2.6 | -2 | 1 | -2 | 2 | 102 | -2 | -6 | 106 | -0.3

Later entries:
Compound | RAM inhibit | APP 5'UTR act | NF-kB expr up | STAT1 blocker | APP transl inh | STAT1 act | STAT3 blocker | FLuc inh counter | STAT3 activator | Hsp70 act
COC(=O)c1ccc(CSc2ccc3nnc(-c4cccc(F)c4)n3n2)o1 | 2.4 | -7 | 0.46 | 9 | 7 | 92 | 13 | -3 | 93 | -0.3
COc1ccc(N=C2C(=O)N3c4c(cccc42)C(C)=CC3(C)C)cc1 | 0.2 | -4 | 0.87 | -5 | 4 | 105 | -10 | -5 | 104 | -0.4
COCCN1C(=O)N[C@@H](c2cccs2)C(C(=O)OC)=C1C | 1.6 | 4 | 1.3 | 0 | -4 | 100 | -5 | -3 | 102 | -0.2
O=C(Nc1nc2ccc(S(=O)(=O)N3CCCC3)cc2s1)C1CCCCC1 | 4.6 | -77 | 1.2 | 3 | 77* | 97 | 10 | -1 | 95 | 0.1
